# 12-LOX inh – inhibitors of human 12S-lipoxygenase ALOX12; P18054; purified 12hLO, xylenol orange hydroperoxide absorbance; Potency, µM (series often up to 108 µM), for the others: at the top dose activity change, negative = inhibition, usual class: inhibitors; hit rate 1.1% among 580,000; AID 1671190; active = well fitted inhibition curve with a large enough effect; inconclusive = small, poorly fitted or top-dose-only effect, or another doubt; inactive = no such curve, though single readings can be large or run the other way
# Target sequence (P18054 whole entry, looked up): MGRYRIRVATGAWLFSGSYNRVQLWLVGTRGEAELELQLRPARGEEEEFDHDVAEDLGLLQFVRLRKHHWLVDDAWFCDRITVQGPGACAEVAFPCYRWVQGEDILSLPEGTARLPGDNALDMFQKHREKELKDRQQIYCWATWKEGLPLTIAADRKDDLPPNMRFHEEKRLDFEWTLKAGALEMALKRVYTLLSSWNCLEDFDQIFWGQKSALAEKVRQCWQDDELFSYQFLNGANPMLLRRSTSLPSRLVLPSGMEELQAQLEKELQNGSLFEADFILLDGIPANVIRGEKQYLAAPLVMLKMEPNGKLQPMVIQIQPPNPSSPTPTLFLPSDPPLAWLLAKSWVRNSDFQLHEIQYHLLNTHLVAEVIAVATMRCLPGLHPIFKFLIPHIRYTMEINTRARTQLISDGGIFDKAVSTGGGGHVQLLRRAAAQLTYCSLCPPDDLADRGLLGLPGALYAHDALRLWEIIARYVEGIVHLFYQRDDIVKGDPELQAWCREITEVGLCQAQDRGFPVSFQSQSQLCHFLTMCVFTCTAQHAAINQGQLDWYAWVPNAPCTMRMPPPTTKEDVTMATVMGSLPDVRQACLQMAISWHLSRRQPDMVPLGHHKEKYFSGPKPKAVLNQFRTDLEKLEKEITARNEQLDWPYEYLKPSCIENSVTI
#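 Hydroperoxide product was detected by ferrous iron/xylenol orange as the 573 to 405 nm absorbance ratio. Arachidonic acid at 40 uM (final) was turned over for 30 min at room temperature by 150 nM human 12hLO, pH 7.0 Hepes buffer, after 15 min compound preincubation.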
# Numbers without * were called inactive; ? = inconclusive; [ ] = remark or other dose. % is set by controls: 0 for no effect and ±100 for the full control effect; potency is the fitted concentration of half-maximal effect. Only part of the results is shown (hit frequency here may not be typical).
compound | 12-LOX inh
O=C(O)C(c1c[nH]c2ccc(CO)cc12)N1CCN(Cc2cccs2)CC1 (centres undefined) | ?
O=C(NCc1cccc(F)c1)c1nc2c(o1)CCN(CC1CCCC1)CC2 | 1%[176 µM]
O=C(NCCCN1CCCC1=O)c1ccccc1C1CCNC1 (centres undefined) | ?
O=C(CN1C(=O)NC2(CCOCC2)C1=O)Nc1ccc(Cl)cc1F | ?
COCCNC(=O)[C@H]1C[C@H](Oc2cccnc2)CN1C(=O)NC1CCCCC1 | 14%
CCc1cccc2c(C(=O)C(F)(F)F)cn(CCOc3ccccc3F)c12 | -1%
CC1CCCN(C(=O)COc2ccccc2-c2noc(-c3ccc(Cl)cc3)n2)C1 (centres undefined) | 13%
CC[C@@]1(O)CCN(C(=O)c2cccc(CCC(C)(C)O)c2)C[C@H]1O | 5%
CNc1nc(C(=O)N2CCc3nc(-c4ccccc4)[nH]c3C2)cs1 | 20%
O=C(CCC1CCCC1)NC1CCc2nn(CC3CC3)c(=O)n2CC1 (centres undefined) | 36%[activator]
Cc1noc(C)c1-c1cc2cc(CO)oc2c(NC2CCN(C)CC2)n1 | -7%[176 µM]
Cc1ccc(Cn2cc(-c3ccncc3)cc2C(=O)NCc2ccc(N(C)C)cc2)cc1 | ?
CCOc1ccc(CN(C)C(=O)c2n[nH]c(=O)c3ccccc23)cc1 | 13%
O=C(NCc1cccnc1)c1ccccc1NS(=O)(=O)c1ccc2[nH]c(=O)[nH]c2c1 | -20%
Cc1noc(C)c1C(=O)N1CCN(c2ccc(Cl)nn2)C(=O)C1 | ?
COc1ccc(C2(C(=O)N3CCC4(CC3)CC(C(=O)N3CCOCC3)N(C)C4)CC2)cc1 (centres undefined) | 5%
CCOc1c(OC)cccc1-c1nc2ccc(-c3ccc(OC)c(OC)c3OC)cc2o1 | 13%
CN1CCCCCC(O)c2cc(C(=O)NCC3CC3)ccc21 (centres undefined) | 15%
Cc1ccsc1-c1[nH]nc2ncc(-c3cn[nH]c3)nc12 | 41%[activator][176 µM]
CC(C)NC(=O)CN1CCN(C(=O)c2cc(-c3ccccn3)nc3ccccc23)CC1 | 0%
Cc1ccc(SC(C)C(=O)NC2CCCCC2)cc1 (centres undefined) | -1%
COc1ccc(-c2ccc3nnc(CNC(=O)c4cc(Cl)ccc4F)n3n2)cc1 | ?
COC[C@@H]1CN(C(=O)c2ccc(OC)cc2OC)C[C@H]1c1ccccn1 | 33%
CS(=O)(=O)Nc1ccc(C2=NN(C(=O)c3ccco3)C(c3ccc4nccnc4c3)C2)cc1 (centres undefined) | -24%
CSc1ccc(Cl)c(C(=O)Nc2cc(F)ccc2C)c1 | -20%
CCN(CC)CCNC(=O)C(=O)Nc1cccc2ncccc12 | ?
Cc1ccc2nc(C3CCN(CC4CCCC4)CC3)[nH]c(=O)c2c1 | 26%[176 µM]
COc1ccc(N2CC(C)(C)C[C@@H]2/C=C/C(=O)OC(C)(C)C)cc1 | -22%
COc1ccc(-c2ccnc3nc(-c4ccccc4OC)nn23)cc1OC | 17%
Cc1ccc(-c2n[nH]c(=O)c3ccccc23)cc1S(=O)(=O)N1CCC(C)CC1 | -111%
O=C(CCc1nnc2ccc(NCc3ccccc3Cl)nn12)Nc1cccnc1 | 23%
CN(C)c1ccc(C(=O)N2CC[C@@H](CC(=O)O)[C@@H](CCN3CCN(c4cccc(C(F)(F)F)c4)CC3)C2)cc1 | -8%
O=S(=O)(c1ccc(Sc2nnnn2C2CC2)nc1)N1CCCC1 | -20%
COc1ccc(C(=O)N2CC(c3nnc(-c4ccc(C)cc4)o3)C3(CCOCC3)C2)cc1 (centres undefined) | 9%
COc1ccc(NC(=O)CSC2=NC3(CCCCC3)Nc3ccccc32)cc1 | ?
CCOC(=O)c1ccc2ncc(C(=O)OCC)c(Nc3cccc(C(C)=O)c3)c2c1 | 3%
Cc1noc(C)c1-c1cc2cc(CN(C)C)oc2c(NCc2cccc(F)c2)n1 | ?
CCOP(=O)(OCC)c1nc(-c2cccc3ccccc23)oc1NC | -19%
CN(Cc1nc2ccccc2[nH]1)S(=O)(=O)c1ccc(Cl)cc1C(F)(F)F | 3%
O=C1CCNCCCCCCN1 | 63%[activator]
C#CCN(C)Cc1nc(C2(O)CCN(C)CC2)cs1 | 16%[176 µM]
CN(C)c1ncnc2sc3c(c12)CCN(Cc1ccco1)C3 | 174%[activator]
Cc1ccc(C)c(NC(=O)c2ccc3c(c2)CCC3)c1 | 0%
CCCCCCN1CCS(=O)(=O)N(Cc2ccc(C)cc2)C(C(=O)OC)C1 (centres undefined) | 6%
O=C(Cc1ccc(Cl)cc1)NCc1nnc2cc(-c3nc(C4CC4)no3)ccn12 | -5%
Nc1nc(-c2ccc(Cl)cc2)cs1 | ?
O=C(c1cccc2[nH]ccc12)N1CCC(n2cc(-c3nc(-c4ccccc4)no3)nn2)C1 (centres undefined) | -3%
CCn1nccc1C(=O)N1CCC(N2C(=O)C3(CCCCC3)C2c2ccncc2)CC1 (centres undefined) | 47%[activator]
O=C/C=C/c1ccccc1[N+](=O)[O-] | -30%
Cc1cccc2[nH]c(COCC(=O)N3CCc4c(nc[nH]c4=O)C3)nc12 | ?
COCc1cc(C[C@@H]2CC[C@H](O)[C@@H](CN(C(=O)Nc3ccc(OC)cc3)C(=O)Nc3ccc(OC)cc3)O2)no1 | 14%
COc1ccc(CCC(=O)N2CCC(Cc3nncn3Cc3ccccc3)C2)cc1 (centres undefined) | -3%
O=[N+]([O-])c1cccc(N/N=C/c2ccccn2)c1 | ?
CCC(CC)C(=O)N1N=C(c2cccc(OC)c2)CC1c1ccc2nccnc2c1 (centres undefined) | 12%
NC(=O)C1CCN(CC(=O)Nc2oc3ccccc3c(=O)c2-c2ccc(F)cc2)CC1 | -13%
O=C1c2c(nc(CN3CCC(F)(F)CC3)n2Cc2ccccc2)NCCN1CCOc1ccccc1 | 32%

# 4 compounds picked at random from those above, as already listed:
compound | 12-LOX inh
O=[N+]([O-])c1cccc(N/N=C/c2ccccn2)c1 | ?
COCc1cc(C[C@@H]2CC[C@H](O)[C@@H](CN(C(=O)Nc3ccc(OC)cc3)C(=O)Nc3ccc(OC)cc3)O2)no1 | 14%
Cc1cccc2[nH]c(COCC(=O)N3CCc4c(nc[nH]c4=O)C3)nc12 | ?
COc1ccc(CCC(=O)N2CCC(Cc3nncn3Cc3ccccc3)C2)cc1 (centres undefined) | -3%

# Next records follow.
compound | 12-LOX inh
CCOC(=O)c1oc2cc(OC(=O)c3ccco3)ccc2c(=O)c1-c1ccc(OC)cc1 | ?
CCn1cnc2c1c(=O)n(CC(=O)NCC(C)(C)N1CCOCC1)c(=O)n2Cc1ccccc1 | ?
CC(C)c1noc(-c2cn(C3CCN(C(=O)c4ccc5c(c4)OCO5)C3)nn2)n1 (centres undefined) | 9%
CCOC(=O)c1cccc(NC(=O)c2c(OC)cc(=O)n3c2CCCC3)c1 | 40%[activator]
COc1cccc(CN2C(=O)NC(C)(C3CCN(Cc4cc(F)cc(F)c4)CC3)C2=O)c1OC (centres undefined) | 8%
Cc1nc2c(C)cccn2c1/C(O)=C1\C(=O)C(=O)N(CCN(C)C)C1c1ccc(Br)cc1 (centres undefined) | ?
COc1ccc2[nH]c(C[C@@H]3C[C@@H](C(C)C)[C@H](CNC(=O)c4cnccn4)C=C3C)nc2n1 | 2%[176 µM]
O=C(Cc1cccnc1)N1CCc2c(nc3cc(-c4ccccc4)[nH]n3c2=O)C1 | 43%[activator]
CC(=O)Nc1ccc(NC(=O)C2CC(=O)Nc3cc(F)ccc32)cc1 (centres undefined) | -3%
CC(C)CNc1ccc2c(n1)C(C)(C(=O)Nc1ccncc1)CN(Cc1ccccc1)C2 (centres undefined) | 3%[176 µM]
CCOC(=O)C(NC(=O)COc1ccc(Oc2ccccc2)cc1)C(=O)OCC | 9%
Cn1nccc1-c1ncc2c(n1)OCCN(c1cccc(C(F)(F)F)c1)C2=O | 6%[176 µM]
CCC[C@@H](C=O)NC(=O)[C@H](CC(C)C)NC(=O)[C@H](CC(C)C)NC(=O)OCc1ccccc1 | -9%[57.4 µM]
Cc1cc2oc(=O)cc(CN3CCCCCCC3)c2cc1C | ?
CCCn1nc(C(=O)Nc2ccccc2Br)c2ccccc2c1=O | 2%
COc1ccc(N2CCN(c3nc(C(=O)NC4CCCCCC4)cs3)CC2)cc1 | 12%

# A different layout for 2 compounds above:
> Cc1cc2oc(=O)cc(CN3CCCCCCC3)c2cc1C
  12-LOX inh = ?
> CCCn1nc(C(=O)Nc2ccccc2Br)c2ccccc2c1=O
  12-LOX inh = 2%

# New compounds follow.
compound | 12-LOX inh
O=C(NC1CCCCC1)c1cccc2ccccc12 | 18%
CCCNC(=O)c1cc(=O)c2cc(Cl)ccc2o1 | 6%
COc1ccc(NC(=O)O[C@@H]2CO[C@H]3[C@@H]2OC[C@@H]3NC(=O)Nc2cccc(C(F)(F)F)c2)cc1 | ?
Cc1noc([C@@H]2CN(S(=O)(=O)c3ccc4c(c3)CCCC4)C[C@H]2C(N)=O)n1 | 7%
CC1(c2ccccc2)N(Cc2ccccc2)C(=O)OC12CCN(Cc1ccc(C#N)cc1)CC2 (centres undefined) | 0%
COCc1cc(C[C@@H]2CC[C@H](O)[C@@H](CNCc3ccccc3O)O2)no1 | 34%[activator][176 µM]
Cc1nc(C)c(C(=O)N2C[C@@H](Oc3ccccc3)C[C@H]2C(=O)NC2CC2)s1 | 13%
CCc1ccc(N(CC(=O)Nc2ccccc2C(=O)NCC2CCCO2)S(C)(=O)=O)cc1 (centres undefined) | ?
Clc1ccc2c3c([nH]c2c1Cl)CCC3 | ?
COCc1[nH]nc2c1C(c1ccc3c(c1)OCO3)N(Cc1ccccc1)C2=O (centres undefined) | -17%
O=C(c1cccc(OC(F)(F)F)c1)N1CC2CC(C1)[C@H]1CCCC(=O)N1C2 (some centres undefined) | 2%
NCc1ccccc1-c1cccs1 | 15%[12.5 µM]
C[C@]12CC[C@H](O)CC1=CCC1C2CC[C@]2(C)C(n3cnc4ccccc43)=CCC12 (some centres undefined) | 32%[57.4 µM]
Cc1ccc([C@H]2C[C@]34CN(Cc5ccccc5)S(=O)(=O)[C@H]3C[C@H]2O4)cc1 | -5%
CC(=O)NCCCCCC(=O)NCC(C)(c1ccccc1)c1ccccc1 | -5%
O=C1NCCOCCN(C(=O)Nc2ccccc2)[C@@H]2CCCC[C@H]12 | 38%[activator]

# Some values from the results shown:
# 12-LOX inh with `O=C(c1cccc(OC(F)(F)F)c1)N1CC2CC(C1)[C@H]1CCCC(=O)N1C2` (some centres undefined) stands at 2%
# 12-LOX inh with `CC(=O)NCCCCCC(=O)NCC(C)(c1ccccc1)c1ccccc1` stands at -5%
# 12-LOX inh with `COCc1[nH]nc2c1C(c1ccc3c(c1)OCO3)N(Cc1ccccc1)C2=O` (centres undefined) stands at -17%
# 12-LOX inh with `O=C1NCCOCCN(C(=O)Nc2ccccc2)[C@@H]2CCCC[C@H]12` stands at 38%[activator]

# (cont.)
compound | 12-LOX inh
S=C(NCc1ccccc1)Nc1ccccc1I | ?
CCOc1ccccc1NC(=O)NCc1nc(-c2ccc(OC)cc2)oc1C | -8%
CN1CCC([C@@H]2CN(C(=O)c3ccc4cc[nH]c4c3)C[C@H]2C(N)=O)CC1 | 2%
O=c1n(CC2CC2)nc2n1CCN(S(=O)(=O)c1cnc[nH]1)CC2 | 13%
COC(=O)c1ncoc1-c1ccccc1C(=O)NCc1ccc(Cl)cc1 | 10%
COc1ccc(C(=O)NC(=S)NCCO)cc1I | -56%
Cc1n[nH]c(C)c1CCC(=O)NC1CCCc2c1[nH]c1c(Cl)cccc21 (centres undefined) | 70%[activator]
CCCN1CCCC2(CCN(C(=O)c3conc3-c3ccccc3)C2)C1=O (centres undefined) | 11%
CCn1cc(S(=O)(=O)N2CCC3(CC2)CC2C(=O)NCCN2C3)cn1 (centres undefined) | 69%[activator]
CCC(C)(C)C(=O)N1CCn2c(nnc2[C@@H]2C[C@@H](O)CN2Cc2ccccc2)C1 | 5%
COc1ccc(S(=O)(=O)N2CCC(CCOc3ccccc3F)C2)cc1 (centres undefined) | 15%
Cc1ccc(CC(=O)Nc2cnc3ccccc3c2)cc1 | ?
C=CCCCC(=O)Nc1ccc(NC(=O)C(C)(C)C)c(OC)c1 | 5%
Cc1ccsc1-c1nc(C2CC(=O)N(C3CCCCC3)C2)no1 (centres undefined) | 15%
CNCc1ccccc1-c1ccccc1 | ?
CCNC(=O)Nc1ccc(OCC(=O)N2CCN(c3ccccc3Cl)CC2)nc1 | 46%[activator]
COC(=O)CCS(=O)(=O)c1ccc(C)c(C)c1 | 0%
CCCOC(=O)c1cc(NC(=O)c2cccc(C)c2OC)ccc1N1CCOCC1 | 76%[activator]
Cc1ccc(-c2cc(C(=O)O)c3cc(Cl)ccc3n2)cc1C | ?
FC(F)(F)c1cnc(Sc2nnc(C3CC3)n2C2CC2)c(Cl)c1 | -53%
O=C(c1cc(-c2cccc(C(F)(F)F)c2)c2nncn2n1)N1CCOCC1 | ?
COCc1cnc2c(c1SCc1cc(OC)cc(OC)c1)c(=O)n(C)c(=O)n2C | ?
CS(=O)(=O)c1cccc(Nc2cc3c(cn2)cc(-c2ccccc2)n3Cc2ccccc2)c1 | 20%
COC(=O)C1=C(C)C=C(N2CCOCC2)C(C(=O)OC)C1c1ccc(OC)cc1 (centres undefined) | -27%
CCCNC(=O)N[C@@H]1CCC[C@@H](C(=O)NCCOC)CC(=O)N(C)C1 | 25µM*
Cc1cccc(CN2C[C@@H]3C(C(=O)Nc4ccccc4)=NO[C@@H]3C2)c1 | -19%[176 µM]

# High-throughput results (PubChem BioAssay)
